Compound activity deposited in PubChem by Johns Hopkins Ion Channel Center.
CHT inh: human CHT choline transport inhibition | Q9GZV3 | CHT-expressing cells, membrane potential dye, choline response; stronger effect = lower value | B-score at 10 µM | hit rate 0.86% among 310,000;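 active = B-score over 3 SD under the library average, and starting fluorescence ratio not unusually high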;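 note: choline stimulus applied at its EC90 after an EC20 pre-addition; B-score computed on integrated fluorescence ratio after choline addition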
Target sequence (Q9GZV3 whole entry, looked up): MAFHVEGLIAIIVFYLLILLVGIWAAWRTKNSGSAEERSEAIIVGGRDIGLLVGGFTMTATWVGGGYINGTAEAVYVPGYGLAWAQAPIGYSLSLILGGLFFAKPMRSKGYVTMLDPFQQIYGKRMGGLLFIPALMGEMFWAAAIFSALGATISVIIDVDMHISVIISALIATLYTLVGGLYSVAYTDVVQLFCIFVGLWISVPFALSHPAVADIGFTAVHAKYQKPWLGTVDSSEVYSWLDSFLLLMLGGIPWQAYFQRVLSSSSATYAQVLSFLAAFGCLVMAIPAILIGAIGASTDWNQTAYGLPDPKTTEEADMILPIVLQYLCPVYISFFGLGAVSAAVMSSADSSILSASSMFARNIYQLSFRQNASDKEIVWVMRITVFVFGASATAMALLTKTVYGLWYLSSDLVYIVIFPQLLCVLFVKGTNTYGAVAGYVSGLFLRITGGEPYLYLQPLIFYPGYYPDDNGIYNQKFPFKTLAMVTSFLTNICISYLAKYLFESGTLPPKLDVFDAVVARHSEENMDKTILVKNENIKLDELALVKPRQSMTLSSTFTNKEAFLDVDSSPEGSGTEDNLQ
CHT PAM: human CHT allosteric activation. AID 488977. CHT-expressing cells, membrane potential dye, choline EC20; stronger effect = higher value; LV-AA mutant CHT in HEK293 cells. B-score at 10 µM. Q9GZV3. hit rate 0.49% among 310,000;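 active = initial fluorescence not abnormally high and integrated response B-score, plate-corrected, over 3 SD above library mean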
Active calls of the source: *; i = inactive.

SMILES	CHT inh	CHT PAM
Cc1ccccc1C(=O)NCC(=O)Nc1ccc(C)c(S(=O)(=O)N2CCCCCC2)c1	i	i
CSc1nc(S(=O)(=O)c2ccc(C)cc2)c(Cl)s1	i	i
CN(C)/C=N/n1cnc2ccccc2c1=O	i	i
CCc1c(C)nc(N)n2c(SCC(=O)NC3CCCCC3)nnc12	i	i
COc1ccc(CCN(C)C(=S)NC(=O)c2ccc(F)cc2Cl)cc1OC	i	i
CCN(CC)S(=O)(=O)c1ccc(C(=O)Nc2ncn(Cc3ccccc3)n2)cc1	i	i
COc1cc2sc(NC(=O)c3ccco3)nc2cc1Cl	i	i
Cc1c(-c2nc(-c3ccncc3)no2)cccc1[N+](=O)[O-]	i	i
Cc1cc(Cl)ccc1C(=O)C1CCCN(C(=O)c2cnsn2)C1 (centres undefined)	i	i
O=C1C(C23CC4CC(CC(C4)C2)C3)C(=O)N(c2ccccc2)N1c1ccccc1	i	i
Cc1cccc2c(N)c3c(nc12)N(C)CC3	i	i
COc1cc(C(C[N+](=O)[O-])c2c(C)[nH]c3ccccc23)ccc1O (centres undefined)	i	i

Reprinted from the part before: 5 compounds, then new ones.
SMILES	CHT inh	CHT PAM
Cc1c(-c2nc(-c3ccncc3)no2)cccc1[N+](=O)[O-]	i	i
Cc1cc(Cl)ccc1C(=O)C1CCCN(C(=O)c2cnsn2)C1 (centres undefined)	i	i
O=C1C(C23CC4CC(CC(C4)C2)C3)C(=O)N(c2ccccc2)N1c1ccccc1	i	i
Cc1cccc2c(N)c3c(nc12)N(C)CC3	i	i
COc1cc(C(C[N+](=O)[O-])c2c(C)[nH]c3ccccc23)ccc1O (centres undefined)	i	i
COc1ccc(-c2cc(C(=O)NCC(C)C)no2)cc1	i	i
O=C(Cc1ccccc1)Nc1ccc(NC(=S)NC(=O)c2ccccc2)cc1	i	i
O=c1ccc2cc(S(=O)(=O)N3CCN(c4ccc(Cl)cc4)CC3)ccc2o1	i	i
O=C(N/C(=C\c1ccc([N+](=O)[O-])cc1)C(=O)N1CCCCC1)c1ccccc1	i	i
Cc1ccc(C(=O)/C=C/C(=O)O)cc1	-5.8*	i
Cc1ccccc1NC(=S)NCc1ccc(Cl)cc1	i	i
NC(=O)c1ccccc1NCC(=O)c1ccc(F)cc1	i	i
O=C(N/N=C/c1ccc(OCC(=O)N2CCCCC2)cc1)c1ccccc1	i	i
C=C(C)Cn1c(-c2ccncc2)n[nH]c1=S	i	i
CC(=O)Nc1cccc(N=NN2CCCCC2)c1	i	i
CCN1CCN(C(=O)c2oc(=O)c3ccccc3c2-c2ccc(C)cc2)CC1	i	i
CCOc1ccc(CCNC(=O)C2(c3ccccc3)CC2)cc1OCC	i	i
COc1ccc(CC(=O)N2CCCC(C)C2)cc1 (centres undefined)	i	i
Cc1cc(C)c(N=C2C(=O)Nc3ccccc32)c(C)c1	i	i
O=C(NCc1ccccc1)C1CCN(S(=O)(=O)c2cccc3cccnc23)CC1	i	i
COC(=O)c1ccc(CSc2ncnc3sc(C)c(C)c23)o1	i	i
CC1CCN(CCc2nc3cc(NC(=O)COc4ccccc4)ccc3n2C)CC1	i	i
CCOC(=O)c1c(-c2ccc(OC)cc2)csc1/N=C/C1=C(O)CCCC1=O	i	i
O=C(N/C(=C\c1ccco1)C(=O)N1CCOCC1)c1ccccc1Cl	i	i
CC(C(=O)Nc1ccc(N(C)C)cc1)N1C(=O)c2ccccc2S1(=O)=O (centres undefined)	i	i
O=C(NCCN1CCOCC1)/C(=C/c1ccco1)NC(=O)c1ccccc1	i	i
CCOC(=O)CC(NC(=O)c1cc2cc(Br)ccc2oc1=O)c1cccc([N+](=O)[O-])c1 (centres undefined)	i	i
CC(C)C12CN3CC(C(C)C)(CN(C1)C3c1ccccc1)C2O (centres undefined)	i	i
N#Cc1c(C(F)(F)F)cc(-c2ccco2)nc1SCc1ccccn1	i	i
O=c1c2ccccc2nc(COc2ccccc2)n1/N=C/c1ccc(O)c(O)c1	i	i
COc1cc(OC)cc(C(=O)N(CN2CCCC2=O)c2ccccc2OC)c1	i	i
CC(C)(C)OC(=O)COc1cc(F)ccc1[N+](=O)[O-]	i	i
Cc1ccnc(SCC(=O)c2cccc([N+](=O)[O-])c2)n1	i	i
CCN1C(=O)C(CC(=O)Nc2ccc(OC)cc2)N(CCc2ccccc2)C1=S (centres undefined)	i	i
CN(CC(O)CN1CCOCC1)S(=O)(=O)O (centres undefined)	i	i
COc1ccc2nc(C)cc(Nc3ccc(N4CCN(C)CC4)cc3)c2c1	i	i
O=C(C[n+]1ccccc1)Nc1c(Cl)cc(Cl)cc1Cl	i	i
O=C(OCc1ccc(Cl)cc1Cl)c1cccnc1Cl	i	i
Cc1ccc(O)c(NC(=O)c2cc(-c3ccc(F)cc3)on2)c1	i	i
O=C(O)CN1C(=O)/C(=C\c2cccc(OCc3ccccc3)c2)SC1=S	i	i
CC1Cc2cc(S(=O)(=O)N3CCC(C(=O)Nc4ccccn4)CC3)ccc2N1C(=O)C1CCC1 (centres undefined)	i	i
O=C(N/C(=C/c1ccc(Br)cc1)C(=O)N1CCCC1=O)c1ccco1	i	i
O=c1cc(CSc2ccccn2)nc(N2CCN(c3ccccc3)CC2)[nH]1	i	i
CCN(CC)CCCNC(=O)CCn1nc(-c2ccc(Cl)cc2)ccc1=O	i	i
COC(=O)c1ccc(OCC2c3cc(OC)c(OC)cc3CCN2C(C)=O)cc1 (centres undefined)	i	i
CCn1cnc2sc(C(=O)N(Cc3ccc(N(C)C)cc3)Cc3ccco3)c(C)c2c1=O	i	i
Cc1nn(C)cc1/C=C(/C#N)C(N)=O	i	i
O=C(NCCCCCNC(=O)c1ccccn1)c1ccccn1	i	i
Cc1ccc(CNC(=O)c2ccc(C)s2)cc1	i	i
CC12CCC(C(=O)Nc3ccccc3Br)(C/C1=N\O)C2(C)C (centres undefined)	i	i
COCCCN(C(=S)Nc1ccc(C)cc1Cl)C(C)c1ccncc1 (centres undefined)	i	i
COc1ccc2c(c1)CC[C@@H]1[C@@H]2CC[C@]2(C)[C@@H](C(C)=O)C[C@@H]12	i	i
CC(Oc1ccc(F)cc1)C(=O)N1CCN(c2ncccn2)CC1 (centres undefined)	i	i
CCOC(=O)COc1ccc(C(=O)Nc2cccc(Cl)c2C)cc1	i	i
CCc1cc(C(=O)c2ccc(OC)cc2)c(NC(=O)CN2CCCCC2)s1	i	i
COc1cc(/C=N\Nc2cc(=O)n(C)c(=O)n2C)ccc1O	i	i
Cc1cc(C(=O)OCC(=O)NC2CCS(=O)(=O)C2)c2ccccc2n1 (centres undefined)	i	i
Nc1cc(=O)nc(SCC(=O)NC2CCCCC2)n1-c1ccccc1	i	i
NSc1nc(N)c2nc(-c3ccccc3)c(-c3ccccc3)nc2n1	i	i
CN(c1ccc(OCC(=O)Nc2nc3ccccc3s2)cc1)S(=O)(=O)c1ccccc1	i	i
O=C(CSc1ccc(-c2cccnc2)nn1)N1CCCCCC1	i	i
CC(=O)Nc1ccc(NC(=O)CSc2nc3ccccc3nc2N2CCCCC2)cc1	i	i
COc1cccc(NC(=O)CSc2nnc(-c3ccoc3C)n2-c2ccccc2)c1	i	i
CCOC(=O)CNc1c(N2CCN(c3ccccn3)CC2)c(=O)c1=O	i	i
O=C(OC1CCOC1=O)C1CCN(S(=O)(=O)c2c(Cl)cccc2Cl)CC1 (centres undefined)	i	i

Random excerpt: 4 entries already listed, in no set order.
SMILES	CHT inh	CHT PAM
Nc1cc(=O)nc(SCC(=O)NC2CCCCC2)n1-c1ccccc1	i	i
NSc1nc(N)c2nc(-c3ccccc3)c(-c3ccccc3)nc2n1	i	i
CCOC(=O)CNc1c(N2CCN(c3ccccn3)CC2)c(=O)c1=O	i	i
Cc1cc(C(=O)OCC(=O)NC2CCS(=O)(=O)C2)c2ccccc2n1 (centres undefined)	i	i

(continued)
SMILES	CHT inh	CHT PAM
Cc1ccc(/C=C/C(=O)Nc2nccs2)o1	i	i
O=C1C(Cl)=C(Nc2ccccc2O)C(=O)N1CCc1ccccc1	i	i
COc1ccc(N(CC(=O)NC2CCCCC2)C(=O)c2ccc(C)s2)cc1OC	i	i
CCCCNC(=O)CSc1nc2cc3c(cc2c(=O)n1CCC(=O)NCCc1ccc(OC)c(OC)c1)OCO3	i	i
CC(C)(Oc1ccc(Cl)cc1)C(=O)NCc1ccncc1	i	i
O=C(CCN1C(=O)c2ccccc2C1=O)C1=NN[C@@H]2C(=O)N(c3ccc4c(c3)OCCO4)C(=O)[C@H]12	i	i
Cc1ccc(N2C(=O)C3C=NNC3C2=O)cc1 (centres undefined)	i	i
O=C(N/N=C/c1cccc([N+](=O)[O-])c1)c1cc2c(ccc3ccccc32)o1	i	i
CCOC(=O)c1c(CN(CC)CC)oc2ccc(OC)cc12	i	i
COCc1c(C(=O)N/N=C/c2ccc(C)o2)nnn1-c1nonc1N	i	i
COc1ccccc1CCC(=O)Nc1cccc(S(=O)(=O)N2CCCCCC2)c1	i	i
CCC(=O)Nc1cc(-c2nc3ncccc3o2)ccc1Cl	i	i
CCSCCNC(=O)c1cncc(Br)c1	i	i
COc1ccc(-n2nc3c(c2NC(=O)c2ccc(Br)cc2)CS(=O)C3)cc1 (centres undefined)	i	i
N#Cc1ccc(CSc2nnc(NC(=O)CCc3nc4ccccc4c(=O)[nH]3)s2)cc1	i	i
CCN(CC)CCCNC(=O)c1cc(-c2cccc(Cl)c2)on1	i	i
O=C(NCc1ccco1)c1ccc(Br)s1	i	i
Cc1ccc(C2CC(c3ccccc3)=NN2C(=S)Nc2ccccc2)o1 (centres undefined)	i	i
CCOC(=O)[C@@H]1[C@H]2COc3ccccc3[C@H]2N2C(=O)N(c3ccc(C)cc3)C(=O)[C@]12C	i	i
Fc1cccc(CN2CCN(Cc3nc(-c4cnccn4)no3)CC2)c1	i	i
O=C(COC(=O)Cn1cnc2ccccc2c1=O)Nc1ccc(Cl)cc1	i	i
COc1ccc(Nc2nnc(SCc3cc(=O)n4ccsc4n3)s2)cc1	i	i
CCOC(=O)C1=C(C)NC(C)=C(C(=O)OCC)C1C(=O)OCC(=O)N(C)C	i	i
O=C(Nc1nc2c(F)cc(F)cc2s1)C1CC(=O)N(Cc2ccco2)C1 (centres undefined)	i	i
COc1cc2c(cc1OC)/C(=C/C(=O)c1ccc(F)cc1)NCC2	i	i
CC(=O)Nc1ccc(NC(=O)CN(c2ccc(C(C)C)cc2)S(=O)(=O)c2ccccc2)cc1	i	i
CCCCOc1ccc(-c2cn3ccccc3n2)cc1[N+](=O)[O-]	i	i
C=CCN1C(=O)C2(OCCCO2)c2ccccc21	i	i
Cc1ccc(CNC(=O)c2c(-c3ccccc3)noc2C)cc1	i	i
OCc1nn2c(c1Br)NC(c1ccccc1)CC2C(F)(F)F (centres undefined)	i	i
CCC1(CC)C(=O)C2=C3C1[C@H](C(=O)OC)C=C(C(=O)OC)C[C@H]3n1c(=O)n(C)c(=O)n1[C@H]2C (some centres undefined)	i	i
COc1ccc(NC(=O)c2cc3ccccn3n2)cc1	i	i
O=C(CSc1nccn1-c1ccccc1)c1ccc(Br)cc1	i	i
C[C@@]12C(=O)N(Cc3ccccc3)CC(=O)N1[C@H](/C=C/c1ccccc1)[C@@H]1C(=O)N(c3ccccc3)C(=O)[C@@H]12	i	i
CCn1cc(/C=C/C(=O)Nc2ccn(Cc3c(F)c(F)c(F)c(F)c3F)n2)cn1	i	i
Cc1ccc(C(C)C)c(OCC(=O)Nc2cccc(S(=O)(=O)NC3=NCCCCC3)c2)c1	i	i
CC(C)(C)c1ccccc1NC(=O)c1ccco1	i	i
CC(C)N1CCC(NC(=O)Nc2ccc3c(c2)OCO3)CC1	i	i
CCN(CC(=O)Nc1c(F)cccc1F)C(=O)/C=C/c1ccc(S(=O)(=O)N2CCCCCC2)cc1	i	i
O=C1[C@H]2[C@@H](c3ccc(F)cc3)N3C(=O)N(c4cccc(F)c4)C(=O)[C@@]3(Cc3ccc(Cl)cc3)[C@H]2C(=O)N1C1CCCCC1	i	i
COc1cccc(OCc2cc(C(=O)N(Cc3ccccc3)CC3CC3)no2)c1	i	i
COc1ccc(OCCCN2CCCC(C)C2)cc1 (centres undefined)	i	i
O=C(NNS(=O)(=O)c1ccccc1)c1ccc(F)cc1	i	i
COc1ccc(C(=O)N/C(=C\c2ccccc2)C(=O)NC(CCSC)C(=O)O)cc1 (centres undefined)	i	i
CC1CN=C(N(C(=O)Nc2ccccc2)C(C)C)S1 (centres undefined)	i	i
CCc1ccccc1Nc1nc(N)nc(CSc2nnc3ccccn23)n1	i	i
NS(=O)(=O)c1ccc(CCNC(=O)CSc2nc3ccsc3c(=O)n2C2CC2)cc1	i	i
COc1cc(OC)cc(C(=O)N2CCN(c3ccc(N4CCOCC4)nn3)CC2)c1	i	i

Molecules shown so far with a tert-butyl group:
SMILES	CHT inh	CHT PAM
CC(C)(C)OC(=O)COc1cc(F)ccc1[N+](=O)[O-]	i	i
CC(C)(C)c1ccccc1NC(=O)c1ccco1	i	i

Other results.
SMILES	CHT inh	CHT PAM
CC1CCN(C(=O)CCNS(=O)(=O)c2ccccc2)CC1	i	i
O=C(NCCCn1ccnc1)/C(=C\c1ccco1)NC(=O)c1ccco1	i	i
CCOC(=O)Nc1ccc(C(=O)NCC2CCCO2)cc1 (centres undefined)	i	i
COc1ccc(NC(=O)CC2Oc3ccccc3NC2=O)c(OC)c1 (centres undefined)	i	i
NS(=O)(=O)c1ccc(N2N=C(c3ccccc3)CC2c2cccc(F)c2)cc1 (centres undefined)	i	i
CC(=O)Nc1ccc(N(CC(=O)NC2CCCC2)C(=O)CCC(=O)Nc2cc(C)on2)cc1	i	i
CCC(=O)c1c[nH]c(C(=O)NCCc2ccccn2)c1	i	i
C=CCN1C=C2C(=O)C(C)(OC(=O)CC)C(=O)C=C2C=C1CCCC (centres undefined)	i	i

No enrichment for hits; about 1.5% have a hit in one of these screens.
